Screening results deposited in PubChem by NMMLSC.
Myeloid diff MLP: induction of myeloid progenitor differentiation, primary screen, cell-based, flow cytometry, MLPCN library; hit rate 1% among 360,000; AID 624256, 2012; ER-HoxA9 myeloid progenitors, lysozyme-GFP differentiation; calls only at 10 µM;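 active = normalized GFP-positive differentiation at or above the plate's own cutoff, the solvent-only control mean plus 3 SD; inconclusive = no clear call, values can overlap the other calls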;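 also: cells exposed to compound for four days before flow analysis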
Myeloid diff MLP GFP+ MAC1+ %: second read-out of Myeloid diff MLP, no call of its own (marks repeat the call); GFP+ MAC1+ double positive, %; measured here: differentiation confirmed by MAC1 staining
Active calls of the source: *; i = inactive; u = inconclusive; x = no result given; & = joins results of further samples. An excerpt, so the mix of outcomes need not match the whole.

Second line of a record: Myeloid diff MLP	Myeloid diff MLP GFP+ MAC1+ %
- CCOC(=O)C1=C(COC(=O)C2CC(=O)N(c3ccccc3CC)C2)NC(=O)NC1C (stereo not given)
→ i	2.8
- CC1CCCCN1C(=O)COC(=O)c1ccc(N2CCCC2=O)cc1 (stereo not given)
→ i	0.2
- CC(C)(C)NC(=O)C(C1CC1)n1c(=O)c(-c2cc3ccccc3[nH]2)nc2ccccc21 (stereo not given)
→ i	1.1
- O=C(Cc1c(O)c2ccccc2oc1=O)c1ccc(F)cc1
→ i	1.2
- C[C@H]1COC(=O)[C@H](Cc2ccc(F)cc2)C/C=C\C[C@H](CC(=O)NCCO)C(=O)N1
→ i	1.0
- CCN(CC(=O)Nc1ccccc1C(=O)NC1CC1)Cc1cccs1
→ i	0.5
- CC(O)(c1cccc(F)c1)c1nc(-c2ccc(S(C)(=O)=O)cc2)cs1 (stereo not given)
→ i	1.1
- COC(=O)C(C(=O)OC)c1ccccc1NC(=O)OCc1ccccc1
→ i	2.4
- C=CCNc1nc(C(=O)OCC(=O)c2cccc(Br)c2)cs1
→ i	0.5
- C[C@@H]1CN([C@H](C)CO)C(=O)c2cccc(NS(=O)(=O)c3cccs3)c2O[C@H]1CN(C)Cc1ccccc1
→ i	1.0
- O=C(NNC(=O)c1ccncc1)Nc1ccc(N=Nc2ccccc2)cc1
→ i	0.7
- Cn1cnc(C(=O)NCc2ccccc2)c1C(=O)NCc1ccccc1
→ i	0.6
- CC(=O)C[C@@H](O)CC(=O)[C@@H]1OC(=O)[C@H](C)CCCCc2ccccc21
→ i	0.5
- Cc1ccc(-n2c(COc3ccccc3)nnc2SCC(=O)O)cc1
→ i	0.2
- CN(C)c1ccc2cc(S(=O)(=O)O)cc(O)c2c1
→ i	1.1
- OC[C@@H]1CN(Cc2ccncc2)C[C@H](n2cnc3c(N4CCN(c5ccccc5)CC4)ncnc32)O1
→ i	1.1
- CN(C)S(=O)(=O)c1cccc(NC(=O)COC(=O)C2CCN(C(=O)c3ccc(F)cc3)CC2)c1
→ i	0.8
- Nc1ncnc2c1ncn2[C@@H]1O[C@H](CN2CCCS2(=O)=O)[C@@H](O)[C@H]1O
→ i	0.9
- C[C@@H]1CC[C@@]23COC(=O)C2=CCC[C@@H]3[C@@]1(C)CC/C(=C/CO)CO
→ i	1.4
- COc1ccc(NC(=O)N(C)C[C@H]2Oc3c(NS(=O)(=O)c4ccc(OC)cc4)cccc3C(=O)N([C@H](C)CO)C[C@@H]2C)cc1
→ i	0.6
- O=C(c1ccccc1)c1coc(-c2ccccc2)c1
→ i	1.1
- CC(=NNC(=O)C(C)SC(C)C(=O)NN=C(C)c1cccnc1)c1cccnc1 (stereo not given)
→ i	0.6
- Brc1ccc2nc(-c3ccccc3)c(Cc3ccccc3)n2c1
→ i	1.1
- CC(=O)C(Cc1ccccc1)NC(=O)COC(=O)c1cccc(C)c1[N+](=O)[O-] (stereo not given)
→ i	0.7
- COc1cccc(Cn2cnc(-c3ccccc3OC)c2-c2cccs2)c1
→ i	1.2
- Cc1ccc([C@H]2C(C(=O)O)=CC[C@@H](c3ccc(Cl)c(Cl)c3)N2S(=O)(=O)c2ccc(C)cc2)cc1
→ i	0.1
- CC1(C(=O)Nc2cccc3cccnc23)CCN1C(=O)CCC1CCCC1 (stereo not given)
→ i	0.0
- CC(OC(=O)C1CSC2(C)CCC(=O)N12)C(=O)Nc1ccc(F)cc1 (stereo not given)
→ i	1.4
- Cc1ccc(S(=O)(=O)N2CCOCC2)cc1NC(=O)COC(=O)CCC(=O)c1ccc(F)cc1
→ i	0.6
- CC1(C(=O)Nc2cccc(Oc3ccccc3)c2)CCN1Cc1cc2ccccc2o1 (stereo not given)
→ i	2.7

The closing four compounds of the section before open the next one.
Second line of a record: Myeloid diff MLP	Myeloid diff MLP GFP+ MAC1+ %
- CC1(C(=O)Nc2cccc3cccnc23)CCN1C(=O)CCC1CCCC1 (stereo not given)
→ i	0.0
- CC(OC(=O)C1CSC2(C)CCC(=O)N12)C(=O)Nc1ccc(F)cc1 (stereo not given)
→ i	1.4
- Cc1ccc(S(=O)(=O)N2CCOCC2)cc1NC(=O)COC(=O)CCC(=O)c1ccc(F)cc1
→ i	0.6
- CC1(C(=O)Nc2cccc(Oc3ccccc3)c2)CCN1Cc1cc2ccccc2o1 (stereo not given)
→ i	2.7
- COc1ccc(C(C)(O)c2nc(-c3cccc(C(=O)O)c3)cs2)cc1 (stereo not given)
→ i	0.2
- CCCn1c(N)c(N(CCOC)C(=O)CSCC(=O)Nc2ccc(C)cc2)c(=O)[nH]c1=O
→ i	0.2
- COC(=O)[C@]1(C)N[C@H](CN(C)S(=O)(=O)c2ccc(OC)cc2)[C@@H]2C(=O)N(C)C(=O)[C@@H]21
→ i	0.5
- Cc1c(Cl)cccc1NC(=O)CCN1C(=O)NC(C)(C)C1=O
→ i	0.2
- O=C(Nc1ccccc1)C1CCN(S(=O)(=O)c2cccs2)CC1
→ i	1.2
- CCCNC(=O)C1(C)CCN1C(=O)c1ccccc1CCc1ccccc1 (stereo not given)
→ i	0.3
- CC(C)[C@H](N)C(=O)N[C@H]1CCC2C3CC=C4C[C@@H](O)CC[C@]4(C)C3CC[C@@]21C (stereo not given in full)
→ u	x
- Cc1ccc(S(=O)(=O)N2CCCC2)cc1C(=O)NCC(C)(C)N1CCOCC1
→ i	0.3
- N#Cc1ccc(C(C(=O)NC2CCCCC2)n2c(=O)c(-c3ccccc3)nc3ccccc32)cc1 (stereo not given)
→ i	4.6
- N#Cc1c(C#N)c(SSc2c(C#N)c(C#N)c(N)n2-c2ccccc2)n(-c2ccccc2)c1N
→ i	2.0
- CC1(c2cccc(Br)c2)NC(=O)N(CC(=O)N2CCN(C(=O)c3ccco3)CC2)C1=O (stereo not given)
→ i	0.3
- CCN1C[C@@H]2[C@@H]3C(=O)N(Cc4ccccc4)C(=O)[C@@H]3[C@](C)(C1=O)N2C(=O)c1ccc(Cl)c(Cl)c1
→ i	1.8
- Cc1cc(C(=O)CN2C(=O)NC(C)(c3ccc(F)c(F)c3)C2=O)c(C)n1C1CC1 (stereo not given)
→ i	1.7
- O=C(NC(=S)Nc1ccc(N2CCCCC2)c(Cl)c1)c1cccs1
→ i	0.4
- COC(=O)[C@]12CCCCC=C1N(CCC1=CCCCC1)C(=O)[C@H](CC(=O)NCc1ccc(C)o1)C2
→ i	0.3
- Cc1ccc(-c2csc(NC(=O)c3c(C)noc3C)n2)s1
→ i	1.1
- O=C(COC(=O)c1ccc(C(F)(F)F)cc1)NC(=O)NC1CCCC1
→ i	0.5
- O=c1c2cc(C(F)(F)F)ccc2sn1-c1ccccc1
→ i	0.0
- Cc1cc(C)c(C(=O)c2ccccc2C(=O)O)c(C)c1
→ i	0.9
- NC(=O)C1CC2(C1)CC(C(N)=O)C2 (stereo not given)
→ i	0.7
- CC(NC(=O)COC(=O)C1CC2CCCC(C1)C2=O)c1ccccc1 (stereo not given)
→ i	1.1
- CCc1nc2ccc(C(=O)NCCN3CCNC3=O)cn2c1N(CC)CCOC
→ i	2.5
- CC(=O)OC[C@@H]1CN(Cc2ccccc2)C[C@H](n2cnc3c(NC4CC4)ncnc32)O1
→ i	0.7
- COc1ccc(CCNC(=O)CSc2nc3c(sc(=S)n3-c3ccccc3)c(=O)[nH]2)cc1OC
→ i	1.3
- N#Cc1ccc(-c2nc3c(Cl)cc(C(F)(F)F)cn3c2Cc2ccccc2C(F)(F)F)cc1
→ i	1.3
- O=C(COC(=O)Cc1ccc(Cl)cc1)NCc1ccc2c(c1)OCO2
→ i	0.4
- COc1ccc(-c2coc3c(C(=O)NCc4ccco4)cccc23)c(C)c1
→ i	1.6
- CCCC(C)(C)C(=O)N1CCC1(C)C(=O)NS(=O)(=O)c1ccccc1Cl (stereo not given)
→ u	x
- Cc1cccc(C)c1OCc1cn(CC(=O)c2ccc(O)cc2)nn1
→ i	0.7
- Cc1[nH]c2ccccc2c1C(=O)CSc1nnc(C2CC2)o1
→ i	0.5

Going on with the list:
Second line of a record: Myeloid diff MLP	Myeloid diff MLP GFP+ MAC1+ %
- Cn1c(-c2ccsc2)c(-c2cccs2)c2cc(-c3cccc4[nH]ccc34)ccc21
→ i	0.5
- COc1ccc(NC(=O)CSCC(=O)NCc2cccc(C(F)(F)F)c2)cc1
→ i	0.2
- C/C=C/c1cccc(-c2nc(C(=O)N3CCCCC3)cc3c2[C@@H](CCO)N(C(=O)NC(C)C)C3)c1
→ i	1.1
- Cc1ccc(S(=O)(=O)NCc2ccccc2)cc1C(=O)N(C)CC(=O)Nc1ccccc1Br
→ i	0.8
- CC(C)CNC(=O)C1(C)CCCN1C(=O)Cc1cccc2ccccc12 (stereo not given)
→ i	0.9
- Cc1cccc(NC(=O)CN(C)C(=O)c2ccc3ccccc3n2)c1C
→ i	1.0
- c1cn2c(NC3CCCCC3)c(-c3ccc(SC4CCCCC4)cc3)nc2cn1
→ i	1.2&4.2
- O=C(Cn1sc2ccccc2c1=O)Nc1ccc(Br)cc1
→ i	0.4
- CN(C)S(=O)(=O)c1cc(NC(=O)CSc2cccc[n+]2[O-])ccc1Cl
→ i	0.3
- CC(=O)Nc1oc(-c2cccc3ccccc23)nc1C#N
→ i	1.1
- CC(C)CN1CCC1(C)C(=O)Nc1cc(-c2ccccc2)nn1C (stereo not given)
→ i	1.5
- COC(=O)N/N=C(C)/C=C/c1ccccc1
→ i	0.6
- CCCn1c(N)c(C(=O)CSc2nc3ncc(Cl)cc3[nH]2)c(=O)n(C)c1=O
→ i	0.2
- COc1ccc(-c2nc3ccc(C)cn3c2Cc2ccc(C)cc2)cc1OC
→ i	0.8
- C[C@H]1CN([C@@H](C)CO)C(=O)c2cccc(NC(=O)c3ccc(-c4nccs4)cc3)c2O[C@@H]1CN(C)C(=O)Nc1cccc2ccccc12
→ i	2.1
- O=C(CN1C(=O)C2CC=CCC2C1=O)Nc1ccc(F)c(Cl)c1 (stereo not given)
→ i	1.2
- CN(C1CCCCC1)S(=O)(=O)c1cn(C)c(=O)n(C)c1=O
→ i	1.0
- O=C(COC(=O)C1CC2C=CC1C2)Nc1ccccc1[N+](=O)[O-] (stereo not given)
→ i	0.5
- CC(C)C(OC(=O)C1=Cc2ccccc2OC1)C(=O)NCC1CCCO1 (stereo not given)
→ i	0.8
- COC(=O)[C@@]12C[C@@H](CC(=O)NCCCN3CCCC3=O)C(=O)N(Cc3cccc4ccccc34)C1=CCC(C)(C)C2
→ i	2.0
- Cc1cc(C)cc(CC(=O)N2CCC2(C)C(=O)NS(=O)(=O)c2ccc(Br)cc2)c1 (stereo not given)
→ i	2.1
- CC(=O)Nc1ccc(C(C#N)=Cc2ccc(N(C)CCC#N)cc2)cc1
→ i	0.1
- CC(C)[C@H](CN1CCC[C@H]1CN1C(N)=NC[C@H]1C(C)C)N1C[C@@H](Cc2ccccc2)N(CCCC2CCCC2)C1=N
→ i	0.2
- CCCCN(C=O)c1c(CC)nc2ccc(C(=O)N(C)Cc3ccccc3)cn12
→ i	1.5
- CCCCCC(=O)N1C[C@@H](n2cc(C3CC3)nn2)[C@H](O)C[C@@H]1c1ccc(OC)cc1
→ i	1.3
- C[C@H]1CN([C@@H](C)CO)C(=O)c2cc(-c3ccccc3F)cnc2O[C@@H]1CN(C)C(=O)NC1CCCCC1
→ i	0.4
- Cc1ccc(C)c(N2N=C(C(=O)Nc3ccc(N4CCOCC4)cc3)CCC2=O)c1
→ i	0.9
- CC(=O)NC(Cc1c[nH]c2ccccc12)C(=O)N1CCN(S(=O)(=O)c2ccccc2)CC1 (stereo not given)
→ i	0.5
- O=C1NC[C@H](CCCCN2C[C@H](Cc3ccc(O)cc3)N(CCC3CCCCC3)C(=O)C2=O)N(CCc2ccc(O)cc2)C1=O
→ i	0.8
- Cc1cc(C(=O)CSc2nnc(CCC(N)=O)n2C)c(C)n1C1CC1
→ i	0.3

3 entries out of the list above, sorted by their value in Myeloid diff MLP GFP+ MAC1+ %, low to high.
molecule | Myeloid diff MLP GFP+ MAC1+ %
COC(=O)N/N=C(C)/C=C/c1ccccc1 | 0.6
COC(=O)[C@@]12C[C@@H](CC(=O)NCCCN3CCCC3=O)C(=O)N(Cc3cccc4ccccc34)C1=CCC(C)(C)C2 | 2.0
C[C@H]1CN([C@@H](C)CO)C(=O)c2cccc(NC(=O)c3ccc(-c4nccs4)cc3)c2O[C@@H]1CN(C)C(=O)Nc1cccc2ccccc12 | 2.1

Carrying on:
Second line of a record: Myeloid diff MLP	Myeloid diff MLP GFP+ MAC1+ %
- CC1(C(=O)NS(=O)(=O)c2cccc(C#N)c2)CCN1C(=O)CCc1ccccc1 (stereo not given)
→ i	0.1
- Cc1ccc(S(=O)(=O)C[C@@H]2OC[C@H](C(C)C)N2S(=O)(=O)c2ccc(C)cc2)cc1
→ i	1.1
- Cc1ccc(NCCCn2ccc(NC(=O)OCc3ccccc3)nc2=O)cc1C
→ i	0.4
- CCCc1c(-c2ccc(Cl)cc2)ncn1CCc1ccccc1OC
→ i	1.0
- CCCCN(C(=O)c1sc2nc3n(c(=O)c2c1C)CCC3)c1c(N)n(CC(C)C)c(=O)[nH]c1=O
→ i	0.7
- Cc1cc(-c2ccc([N+](=O)[O-])cc2)cc(C)n1
→ i	0.2
- C[C@@H]1CN([C@H](C)CO)C(=O)c2cc(NC(=O)Cc3cn(C)c4ccccc34)ccc2O[C@H]1CN(C)S(=O)(=O)c1ccc(F)cc1
→ i	0.8
- CCN(c1ccccc1)S(=O)(=O)c1ccc(OC)c(NC(=O)C2=NN(c3ccccc3)C(=O)CC2)c1
→ i	0.6
- O=S(=O)(O)c1cc(O)c(N=Nc2ccc(O)cc2O)c2ccccc12
→ i	0.3
- Cc1cccc(C2=NN(c3ccc(Br)cc3)[C@@H](C(=O)N3CCOC3=O)[C@@H]2c2ccc([N+](=O)[O-])cc2)c1
→ i	0.6
- CC(C)CN1CCN=C1N(C)C
→ i	2.2
- Cc1cc(C)cc(C(=O)OCC(=O)Nc2ncccn2)c1
→ i	0.4
- Cc1ccc(S(=O)(=O)Nc2ccc3c(c2)C(=O)N([C@@H](C)CO)C[C@@H](C)[C@@H](CN(C)S(=O)(=O)c2ccccc2)OCCCC[C@H](C)O3)cc1
→ i	1.0
